# Screening data: PubChem, NCI
# All columns: NCI-60 one-dose screen, growth in % after 48 h at 10 µM unless noted; 100 = growth as untreated, 0 = no growth, -100 = all killed.
# DU-145 – DU-145 prostate cancer | 81,000 tested, 4.2% active | AID 1794760
# SNB-19 – SNB-19 CNS cancer cells | 81,000 tested, 2.5% active | AID 1794751
# SF-295 – SF-295 CNS cancer cells. 79,000 tested, 5.6% active. AID 1794758
# PC-3 – PC-3 prostate cancer cells. 80,000 tested, 3.9% active
# SF-539 – SF-539 CNS cancer; 81,000 tested, 6.8% active
# OVCAR-8 – OVCAR-8 ovarian cancer | 81,000 tested, 4.4% active | AID 1794782
# OVCAR-3 – OVCAR-3 ovarian cancer. 79,000 tested, 7% active. AID 1794787
# SF-268 – SF-268 CNS cancer cells. 82,000 tested, 3.1% active. AID 1794759
# U251 – U251 CNS tumor cells. 80,000 tested, 5.4% active. AID 1794753
# * marks the source's active call; other numbers are inactive results; / = no result given; & = joins results of further samples; ! = not active in a repeat. The calls were made as follows: active = growth percent below 10; inactive = the rest. Not all compounds are listed (hit frequency here may not be typical).
SMILES,DU-145,SNB-19,SF-295,PC-3,SF-539,OVCAR-8,OVCAR-3,SF-268,U251
CCCCN(CCCC)CC(O)c1ccc(Cl)c(C)c1Cl (configuration not stated),113,/,98,84,104,92,113,102,101
N#CC1C(C#N)C2CCC1C1C2N1c1ccccc1 (configuration not stated),118,104,103,/,104,114,107,104,111
CC(=O)[O][Hg][c]1c(N)c(C)cc(C)c1F,36,112,73,52,28,-30*,-46*,-15*,/
O=S(=O)(Cl)c1ccccc1 (tested in a mixture with another compound),109,100,/,103,102,108,106,104,94
CCCCN(CCCC)CCc1ccccn1,108,109,103,90,102,106,105,102,/
O=C(N[C@H](Cc1cnc[nH]1)C(=O)O)C(=O)c1cn(Cc2cn(-c3ccccc3)nn2)c2ccccc12,101,108,105,89,109,102,107,93,108
C1=C(N2CCOCC2)CCCC1,113,/,94,101,100,95,98,99,96
C[C@]12CC[C@H]3[C@@H](CC=C4c5nc(-c6ccc(F)cc6)sc5CC[C@@]43C)[C@@H]1CC[C@@H]2O,108,102,89,94,51,100,105,100,86
Cn1c(=O)c2[nH]cnc2n(C)c1=O (tested in a mixture with another compound),105&97,/,/,93&93,/,101&102,105&98,/,/
O=C(Nc1ccc(Cl)cc1)Nc1nccs1,18,65,/,13,11,25,-27*,49,22
CC1C(c2ccccc2)N1C (configuration not stated),101,100,106,96,99,102,98,100,101
O=C1C(Br)=C(Br)C(=O)C1(Br)Br,104,111,99,103,104,99,106,102,96
CN1CCN(c2ccc(Cl)cc2)CC1,6.9*,94,57,107,97,72,125,88,70
C[C@@H](CO)NC(=O)C1C=C2c3cccc4[nH]cc(c34)C[C@H]2N(C)C1 (some centres not stated),115,108,102,105,97,101,123,113,98
CCN(CC)CCOC(=O)C(OCCOc1ccccc1)(c1ccccc1)c1ccccc1,91,90,99,58,95,89,92,92,81
CCOC(=O)c1cnc(SCc2ccc(Cl)c(Cl)c2)nc1N1CC1,67,63,39,51,44,52,55,75,49
CCOC(=O)[C@@H](C)C[C@H](Cc1ccccc1)NC(=O)c1csc([C@@H](C[C@H](C(C)C)N(C)C(=O)[C@@H](NC(=O)[C@H]2CCCCN2C)C(C)(C)C)OC(C)=O)n1,2.5*,24,-8.4*,21,-14*,6.7*,-6.8*,25,15
CC(C)(C)C(=O)OCOP(=O)(OCOC(=O)C(C)(C)C)C1CCCN(O)C1=O (configuration not stated),20,2.6*,54,24,27,5.7*,4.1*,4.4*,2.1*
N#CC(c1ccccc1)c1ccccc1,112,96,113,94,97,109,105,97,109
COC(=O)Cc1ccccc1,95,104,/,98,117,94,104,96,108
OC1(c2ccccc2F)c2ccccc2C2=NCCN21 (configuration not stated),113,108,92,96,100,104,88,116,104
COc1cc(C2=NN(c3cc(Cl)cc(Cl)c3)C(c3sc(N(CCCl)CCCl)nc3Cl)C2)cc(OC)c1OC (configuration not stated),97,88,60,62,91,80,85,74,90
CSP(=S)(SC)SC(C)C,104,99,102,104,89,116,113,107,107
NNC(=O)Nc1nn[nH]n1,/,104,102,92,104,108,111,100,97
O=C(OCCN1CCCCC1)C(O)(c1ccccc1)c1ccccc1,111,109,99,78,98,97,110,100,92
O=NN1CCCCC1,107,98,119,110,92,111,112,96,111
CC1CCC2C(C)C(=O)OC3OC4(C)CCC1C32OO4 (configuration not stated),121,96,91,48,109,/,86,95,100
ClCCN(CCCl)c1nc(Cl)c(C2CC(c3ccc(Cl)cc3)=NN2c2ccccc2)s1 (configuration not stated),113,96,95,75,107,92,94,92,89
CC1CN1P(=O)(Oc1ccc2ccccc2c1)N1CC1C (configuration not stated),120&120,120&99,109&111,105&99,98&107,103&94,118&110,120&105,104&95
Oc1cccc2cccnc12,111&108&82,102&108&95,115&108&100,/,90&113,105&101&82,-6.1*!,101&101&80,106&99&72
COc1ccc2oc(=O)cc(CN(CCCl)CCCl)c2c1,97,98,103,83,89,85,89,89,90
CC(=O)OC1CN2CCC1CC2 (configuration not stated),113,120,100,95,111,103,109,109,105
CN(C)c1ccc(N)cc1,58&113,48&99,60&110,51&81,67&104,30&94,32&106,66&98,18&98
CCCCOC(=O)C(Cl)(Cl)Cl,114,107,92,104,99,110,126,106,99
N#C[Se]CC(=O)Nc1cccc(C(F)(F)F)c1,-13*,-88*,-73*,27,-91*,-50*,-14*,2.9*,-48*
N#CC(C#N)=Cc1ccc(Cl)cc1Cl,73,104,98,100,89,107,108,99,98
CCOP(=O)(OCC)/C(C#N)=C/c1ccc(C)o1,/,100,106,99,105,99,111,103,97
CC(=O)N1N=C(c2ccc3c(c2)OCO3)CC1c1sc(N(CCCl)CCCl)nc1Cl (configuration not stated),107,92,99,89,109,96,103,92,91
COC1=CC(=O)O[C@@H](CCc2ccccc2)C1,96,93,116,90,121,107,108,105,104
COP(=O)(SC)N(C)C (configuration not stated),114,108,129,99,103,107,113,106,102
O=[N+]([O-])c1cc([N+](=O)[O-])c(Cl)cc1Cl,-85*,7.8*,-70*,-15*,-83*,-27*,-98*,-80*,-71*
O=C1NC(=O)C(Nc2ccccc2)C(=O)N1,119,110,134,99,101,107,117,106,103
C=CCOP1(OCC=C)=NP(OCC=C)(OCC=C)=NP(OCC=C)(OCC=C)=N1,111,100,109,92,104,103,118,98,99
N[C@@H](Cc1ccc(N(CCCl)CCCl)cc1)C(=O)O,110,86,78,84,72,73,100,65,69
CC(OC(=O)CCl)C(=O)O (configuration not stated),111,90,102,96,98,103,110,101,94

# Brought forward from above: 2 compounds, followed by the next part.
SMILES,DU-145,SNB-19,SF-295,PC-3,SF-539,OVCAR-8,OVCAR-3,SF-268,U251
N[C@@H](Cc1ccc(N(CCCl)CCCl)cc1)C(=O)O,110,86,78,84,72,73,100,65,69
CC(OC(=O)CCl)C(=O)O (configuration not stated),111,90,102,96,98,103,110,101,94
Nc1nc(N)c(-c2ccc(Cl)c(Cl)c2)c(CP(Cl)(Cl)(Cl)Br)n1,54,92,32,34,82,35,90,41,/
CC(=O)O[C@@H]1C2=C(C)C3(CC3)[C@@](C)(O)C(=O)C2=C[C@@]1(C)CO,5.5*,7.4*,-3.9*,6.5*,-33*,7.8*,-10.0*,6.3*,-2.0*
CCCCNC(=O)OCC(C)(CCC)COC(N)=O (configuration not stated),127,102,103,101,105,98,122,114,109
CCCCCCCNC(=O)CI,99,98,97,97,94,102,99,95,101
CC(CC#N)N1CC1 (configuration not stated),105,103,120,81,101,119,97,100,107
CC[N+](CC)(CC)CCC(C(N)=O)(c1ccccc1)c1ccccc1,104,105,99,96,112,105,104,101,105
CCCCNCC(O)c1ccccc1 (configuration not stated),114,101,103,100,108,100,116,100,103
COC1=C(Cl)C(=O)c2ccccc2C1=O,111,96,97,76,100,94,96,97,89
COC(=O)[C@@H](C)C[C@H](Cc1ccccc1)NC(=O)c1nc([C@@H](C[C@H](C(C)C)N(C)C(=O)[C@@H](NC(=O)[C@H]2CCCN2C)C(C)C)OC(C)=O)sc1C,18,42,11,17,-8.4*,14,-9.8*,31,5.4*
CCC1(Cc2ccccc2)C(=O)NC(=S)N(C)C1=O (configuration not stated),105,112,98,93,98,98,111,105,99
CN(CCO)CCc1ccccc1,108,109,98,108,98,107,104,99,106
C[C@@H]1[C@H](c2ccccc2)OCN1C,117,92,96,111,96,109,113,109,105
COc1ccc(-c2ccc(OC)c(OC)c2OC)cc1,14,39,-9.7*,18,4.0*,22,-25*,51,23
CN=C(NN)NN,111,121,102,93,104,99,102,103,98
N#Cc1nc(-c2ccccc2)oc1N1CCC(S(=O)(=O)F)CC1,101,99,100,99,91,94,/,92,99
O=C1NC(=O)C2(CC(C(=O)N(CCCl)CCCl)Oc3ccc(F)cc32)N1 (configuration not stated),100,109,97,107,97,115,99,95,106
O=[As](O)(O)c1ccccc1[As](=O)(O)O,109,109,/,93,96,100,103,99,94
O=C1NC(=O)C(=Cc2ccccc2[N+](=O)[O-])C(=O)N1,109&100,99&100,101&86,92&102,97&109,101&107,108&90,101&94,88&110
CCCCCN(CCCCC)N=O,115,100,/,104,102,103,113,111,100
Sc1cc(Cl)c(Cl)cc1Cl,109,101,117,98,/,104,113,102,103
CCCCC1C(=O)NC(=O)NC1=O,104,102,111,101,99,104,106,98,98
O=C(N/N=C\c1ccc(N(CCCl)CCCl)cc1)c1cccc([N+](=O)[O-])c1,86,77,88,89,81,63,83,77,74
Oc1cccc2nc3ccccc3nc12,123,98,116,92,96,94,88,115,101
CC(C)CCC(=O)O[C@H]1CC[C@H]2[C@@H]3CCC4=CC(=O)CC[C@]4(C)[C@H]3CC[C@]12C,96,105,102,93,96,104,98,93,99
COC(=O)[C@@H](C)C[C@H](Cc1ccccc1)NC(=O)c1csc([C@@H](C[C@H](C(C)C)N(C)C(=O)C2(NC(=O)[C@H]3CCCCN3C)CCC2)OC(C)=O)n1,2.8*,73,6.3*,19,-11*,27,-7.0*,18,6.9*
CN(C)c1ccc(CN2CCCN(Cc3ccc(N(C)C)cc3)P2(=O)N(CCCl)CCCl)cc1,111,92,106,94,97,101,115,105,97
CC(C)N(CC#CCO)CCO,110,102,99,99,88,98,112,106,100
O=C(CCCc1ccc([N+](=O)[O-])cc1)Nc1cccc(S(=O)(=O)F)c1,105,96,88,91,85,96,105,95,96
CC(=O)c1ccc(F)cc1,/,109,103,98,103,106,/,/,104
CN(CCCl)CC1OC(c2ccccc2)OC2C1OC1OC(C)(C)OC12 (configuration not stated),107,100,101,99,105,101,117,102,100
CCC(CC)COC(=O)CI,101,101,91,95,98,101,95,96,101
O=C(CCN1CC1)OCC1CCCO1 (configuration not stated),106,109,99,103,108,101,105,106,96
Nc1nc(N)c2n[nH]nc2n1,113,108,112,101,94,99,108,107,97
CNC1(c2ccccc2Cl)CCCCC1=O (configuration not stated),111,103,116,101,101,87,101,102,100
CC(=O)O[C@H]1CC[C@H]2[C@@H]3CC(=C(Br)Br)C4=CC(=O)CC[C@]4(C)[C@H]3CC[C@]12C,103,86,79,75,103,99,96,88,84
CCC(CC)CC1(C)CC2(C)CCOC2OO1 (configuration not stated),107,103,101,100,99,102,115,110,102
CC[C@H](C)[C@@H]1OC(=O)C(C)(C)[C@H](O)[C@H](Cc2ccccc2)OC(=O)[C@H](C(C)C)OC(=O)[C@@H](NC(=O)c2cccc(NC=O)c2O)[C@@H](C)OC1=O,63,49,28,44,53,51,48,62,41
CCSCCC(N)C(=O)O (configuration not stated),173,109,93,97,157,/,113,110,99
Cc1ccc(C(=O)O[C@H](C(=O)O)[C@H](OC(=O)c2ccc(C)cc2)C(=O)O)cc1,110,102,118,101,102,99,111,105,98
Clc1cc(Cl)nc(N2CC2)n1,110,100,107,101,96,97,113,98,103
O=C(O)c1ccccc1-c1c2cc(Br)c(=O)cc-2oc2[c]([Hg])c(O)c(Br)cc12,110&114,100&111,100&106,102&102,100,95&109,108&125,104&111,92&94
O=[N+]([O-])c1ccccc1O,109,111,114,85,101,110,108,104,111
Cc1ccccc1-n1c(/C=C\c2ccccn2)nc2ccccc2c1=O,21,88,74,56,83,71,50,62,/
CNC(=O)Oc1cccc(N=CN(C)C)c1,110,/,99,92,102,108,114,/,102
CC(C)=CC1C(C(=O)OC/C=C\c2ccc3c(c2)OCO3)C1(C)C (configuration not stated),/,101,93,93,102,106,93,90,93

# Twelve structures already listed, arranged by length of the SMILES, rising.
SMILES,DU-145,SNB-19,SF-295,PC-3,SF-539,OVCAR-8,OVCAR-3,SF-268,U251
CCSCCC(N)C(=O)O (configuration not stated),173,109,93,97,157,/,113,110,99
Nc1nc(N)c2n[nH]nc2n1,113,108,112,101,94,99,108,107,97
Clc1cc(Cl)nc(N2CC2)n1,110,100,107,101,96,97,113,98,103
CNC1(c2ccccc2Cl)CCCCC1=O (configuration not stated),111,103,116,101,101,87,101,102,100
CNC(=O)Oc1cccc(N=CN(C)C)c1,110,/,99,92,102,108,114,/,102
CCC(CC)CC1(C)CC2(C)CCOC2OO1 (configuration not stated),107,103,101,100,99,102,115,110,102
Cc1ccccc1-n1c(/C=C\c2ccccn2)nc2ccccc2c1=O,21,88,74,56,83,71,50,62,/
CC(C)=CC1C(C(=O)OC/C=C\c2ccc3c(c2)OCO3)C1(C)C (configuration not stated),/,101,93,93,102,106,93,90,93
O=C(O)c1ccccc1-c1c2cc(Br)c(=O)cc-2oc2[c]([Hg])c(O)c(Br)cc12,110&114,100&111,100&106,102&102,100,95&109,108&125,104&111,92&94
Cc1ccc(C(=O)O[C@H](C(=O)O)[C@H](OC(=O)c2ccc(C)cc2)C(=O)O)cc1,110,102,118,101,102,99,111,105,98
CC(=O)O[C@H]1CC[C@H]2[C@@H]3CC(=C(Br)Br)C4=CC(=O)CC[C@]4(C)[C@H]3CC[C@]12C,103,86,79,75,103,99,96,88,84
CC[C@H](C)[C@@H]1OC(=O)C(C)(C)[C@H](O)[C@H](Cc2ccccc2)OC(=O)[C@H](C(C)C)OC(=O)[C@@H](NC(=O)c2cccc(NC=O)c2O)[C@@H](C)OC1=O,63,49,28,44,53,51,48,62,41

# Next section:
SMILES,DU-145,SNB-19,SF-295,PC-3,SF-539,OVCAR-8,OVCAR-3,SF-268,U251
O=c1cc[nH]c(=O)o1,104,108,101,98,104,97,107,100,102
O=C1/C(=C\c2ccccc2)C2OCC=C3CN4CCC56c7ccccc7N1C5C2C3CC46 (configuration not stated),87,96,79,73,89,90,81,90,72
COC(=O)[C@@H](NC(=O)c1cn(Cc2ccccc2)c2ccccc12)C(C)C,110,104,93,93,101,99,106,96,103
O=C(/C=C/c1ccccc1)NCCc1cnc[nH]1,101,110,/,101,106,109,105,108,105
O=C1CC=C2C3CC4N(CCC45c4cc(O)c(O)cc4N1C25)C/C3=C\CBr (configuration not stated),108,99,101,97,90,105,112,100,104
CN(C)CCS(=O)(=O)C(c1ccccc1)c1ccccc1,94,109,106,92,99,91,105,102,94
